Source: PubChem BioAssay (National Center for Advancing Translational Sciences (NCATS))
KB-V1 MDR tox = KB-V1 MDR subline cytotoxicity. actives 3.4% (n = 400,000). KB-V1 MDR cells viability, CellTiter-Glo, 72 h. Potency, µM (titrated, usually from 46.1 µM), inactives show at the highest dose activity change, negative = cytotoxicity, most hits filed as cytotoxic; note: % is set by controls: 0 for no effect and ±100 for the full control effect; nearly all actives have a fitted effect of over 60% in size
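KB-V1 MDR subline cells in DMEM (phenol-red free, 10% FBS) exposed to compounds in qHTS concentration series for 72 h at 37 degrees C. Viability read by CellTiter-Glo luminescence; concentration-effect curves fitted after normalization and correction.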
GLP1R ag = activates the human GLP-1 receptor; actives 0.007% (n = 380,000); AID 624172; HEK293 GLP-1R CRE-luciferase, luminescence, 4-6 h; cells express a hypersensitive GLP-1R form; Potency, µM (top dose mostly 45.6 µM), for the others: top-dose activation, usual class: activators; note: % of control where 0% means no effect
Target sequence (P43220 whole entry, looked up): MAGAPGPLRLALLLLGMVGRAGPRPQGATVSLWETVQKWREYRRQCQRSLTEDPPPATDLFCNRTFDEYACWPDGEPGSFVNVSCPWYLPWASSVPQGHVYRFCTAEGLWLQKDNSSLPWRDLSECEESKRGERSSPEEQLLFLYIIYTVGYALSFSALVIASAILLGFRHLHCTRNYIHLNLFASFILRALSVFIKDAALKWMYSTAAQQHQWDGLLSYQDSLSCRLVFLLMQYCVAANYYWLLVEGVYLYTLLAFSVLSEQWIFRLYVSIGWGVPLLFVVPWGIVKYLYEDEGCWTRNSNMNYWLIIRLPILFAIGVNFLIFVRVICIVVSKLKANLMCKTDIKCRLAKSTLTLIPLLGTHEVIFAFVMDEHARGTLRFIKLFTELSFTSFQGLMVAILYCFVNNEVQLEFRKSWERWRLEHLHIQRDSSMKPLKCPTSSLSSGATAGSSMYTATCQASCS
KB-3-1 cytotox = kills parental KB-3-1 adenocarcinoma cells. Potency, µM (series often up to 46.1 µM), without a hit: top-dose activity change, negative = cytotoxic, usual class: cytotoxic. AID 1347075. KB-3-1 viability, CellTiter-Glo ATP luminescence, 72 h. actives 1.4% (n = 400,000); note: % is set by controls: 0 for no effect and ±100 for the full control effect; nearly all actives have a fitted effect of over 60% in size
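KB-3-1 cells, DMEM (no phenol red) + 10% FBS; compound by pin transfer, 72 h, 37 °C. Readout: CellTiter-Glo luminescence after 10 min. Data normalized, curve-fitted.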
HT1080-NT tox = kills 2HG-producing HT-1080-NT fibrosarcoma cells. HT-1080-NT fibrosarcoma viability, CellTiter-Glo ATP luminescence, 48 h. Potency, µM (highest dose often 46.1 µM), without a hit: at the highest dose activity, negative = less viability, most hits filed as cytotoxic. actives 1.6% (n = 360,000). AID 686970;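 note: NT is the 2HG producing partner of a matched IDH1 knockdown line; 0% = DMSO-treated cells and -100% = media-only wells without cells; nearly all actives have a fitted effect of over 55% in size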
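Viability of the 2HG-overproducing fibrosarcoma line after 48 hours of compound exposure at 37 degrees C was determined by luminescence with CellTiter-Glo, and concentration-effect curves were then fitted and categorized.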
HEK293 tox = cytotoxicity counter-screen for GLP-1 receptor inverse agonists. HEK293 cAMP-luciferase reporter cells, luminescence, 24 h. Potency, µM (doses to about 38.3 µM), without a hit: at the highest dose activity change, negative = inhibition, hits mostly inhibitors. actives 0.13% (n = 410,000);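 note: loss of luciferase light is scored as toxicity; % is set by controls: 0 for no effect and ±100 for the full control effect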
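Quantitative HTS format, 1536 wells, 200 cells/uL seeded. Compounds: 23 nL, 24 h, 37 °C. Detection: luciferase reagent, luminescence at 12 min RT; decreased signal taken as cytotoxic.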
HT1080 IDH1KD tx = toxicity to HT-1080 IDH1 knockdown cells (counter line); HT-1080 IDH1 knockdown viability, ATP luminescence, 48 h; Potency, µM (series often up to 46.1 µM), inactives show top-dose activity, negative = toxicity, actives largely listed as cytotoxic; actives 2% (n = 360,000);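 note: 0% = DMSO wells and -100% = cell-free medium wells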
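HT-1080-IDH1KD cells (IDH1 knocked down), 750/well in RPMI with 5% FBS, treated with compound 48 h at 37 degrees C. Viability by CellTiter-Glo luminescence, normalised to DMSO and no-cell wells; concentration-response curves classed.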
TDP43 rescue = TDP-43 toxicity inhibition in yeast; TDP-43 expressing yeast growth rescue, BacTiter-Glo, 24 h; Potency, µM (highest dose often 46.1 µM), without a hit: at the top dose growth rescue (activation), usual class: activators; actives 1.8% (n = 410,000); note: % of control where 0% means no effect; nearly all actives have a fitted effect of over 50% in size
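Galactose-induced TDP-43 yeast, OD600=0.02, compound pinned; 24 hr, 30 deg C; BacTiter-Glo luminescence for growth. Inhibitors of TDP-43 toxicity read as activators.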
SW480 rereplic = induces DNA re-replication in SW480 colon adenocarcinoma cells; Potency, µM (top dose mostly 46.1 µM), for inactives: at the highest dose re-replication activation, usual class: activators; SW480 DNA re-replication, Hoechst DNA content imaging, 48 h; actives 1.8% (n = 340,000); note: % of control where 0% means no effect; nearly all actives have a fitted effect of over 55% in size
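Image-based read-out: total Hoechst fluorescence of nuclei (405 nm excitation, 500-530 nm emission), with hits raising the fraction of high-intensity nuclei. SW480 colon cells incubated 48 hr with compounds at 37 C.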
GLP-1R inv ag = acts as inverse agonist at human GLP-1 receptor; HEK293 GLP-1R CRE-luciferase, luminescence, 24 h; GLP-1R form is constitutively active; Potency, µM (highest dose often 38.3 µM), for the others: at the highest dose activity change, negative = inhibition, usual class: inhibitors; actives 1.6% (n = 410,000); note: % is set by controls: 0 for no effect and ±100 for the full control effect; nearly all actives have a fitted effect of over 55% in size
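GLP-1R inverse agonism mode: basal reporter luminescence in engineered HEK293 cells measured after one day of compound exposure at 37 deg C, with a 12 min room-temperature detection step.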
* = called active by the depositor; [ ] = remark or other dose. Calls come from the whole dose curve; as a rule, active = well fitted curve in the direction sought with a large enough effect; inconclusive = small, poorly fitted or top-dose-only effect, or another doubt; inactive = no such curve, though single readings can be large; an effect the other way counts as inactive or inconclusive. Potency is the fitted concentration of half-maximal effect. An unsorted share of the library. About 9.4% of those tested had a hit in this group.

`Cc1cc(Nc2cccc(Cl)c2)n2ncnc2n1` gave KB-V1 MDR tox -1.1%, GLP1R ag 15.2%, KB-3-1 cytotox -3.2%, HT1080-NT tox -1.5%, HEK293 tox 0.8%, HT1080 IDH1KD tx -0.6%, TDP43 rescue -6.1%, SW480 rereplic -14.0% and GLP-1R inv ag 47.8%[activator].
For Nn1c(-c2ccccc2)cc(-c2ccccc2)cc1=O the results were KB-V1 MDR tox 6.3%, GLP1R ag 24.2%, KB-3-1 cytotox -13.0%, HT1080-NT tox 0.9%, HEK293 tox -0.5%, HT1080 IDH1KD tx 0.2%, TDP43 rescue inconclusive, SW480 rereplic 3.7% and GLP-1R inv ag 16.6%.
For c1ccc(Nc2scc(-c3ccccc3)[n+]2Cc2ccco2)cc1 the results were KB-V1 MDR tox inconclusive, GLP1R ag 11.7%, KB-3-1 cytotox inconclusive, HT1080-NT tox inconclusive, HEK293 tox 34.8%[activator], HT1080 IDH1KD tx -0.6%, TDP43 rescue 20µM*, SW480 rereplic -6.1% and GLP-1R inv ag inconclusive.
Screening Cc1cccc(CSc2nnc(NC(=O)CSc3nnc(C)s3)s2)c1 returned KB-V1 MDR tox -2.9%, GLP1R ag -23.4%, KB-3-1 cytotox -13.6%, HT1080-NT tox 10.6%, HEK293 tox 44.2%, HT1080 IDH1KD tx 8.0%, TDP43 rescue -2.6%, SW480 rereplic 4.6% and GLP-1R inv ag -3.4%.
Screening CCOC(CC(=O)NNC(=O)c1c(-c2c(Cl)cccc2Cl)noc1C)OCC returned KB-V1 MDR tox 13.3%, GLP1R ag 2.8%, KB-3-1 cytotox 27.5%, HT1080-NT tox inconclusive, HEK293 tox 1.5%, HT1080 IDH1KD tx 12.0%, TDP43 rescue -19.6%, SW480 rereplic 3.1% and GLP-1R inv ag -3.4%.
`O=Cc1cccc(Oc2ccc([N+](=O)[O-])cc2[N+](=O)[O-])c1` gave KB-V1 MDR tox 8.5%, GLP1R ag -5.1%, KB-3-1 cytotox inconclusive, HT1080-NT tox inconclusive, HEK293 tox -43.0%, HT1080 IDH1KD tx inconclusive, TDP43 rescue 9.1%, SW480 rereplic 13.3% and GLP-1R inv ag -27.0%.
COC(=O)C1=Cc2cc(OC)cc([N+](=O)[O-])c2OC1N1CCOCC1 (configuration not stated) was read as KB-V1 MDR tox -10.6%, GLP1R ag 1.1%, KB-3-1 cytotox 5.6%, HT1080-NT tox 3.5%, HEK293 tox -2.5%, HT1080 IDH1KD tx 5.2%, TDP43 rescue -8.6%, SW480 rereplic -9.5% and GLP-1R inv ag 21.7%.
For COc1ccc(/C=C2\SC(=S)N(CCC(=O)Nc3cccc(O)c3)C2=O)cc1OC the results were KB-V1 MDR tox 18.4%, GLP1R ag 7.3%, KB-3-1 cytotox 6.8%, HT1080-NT tox 3.8%, HEK293 tox 72.6%[activator], HT1080 IDH1KD tx 8.9%, TDP43 rescue 9.2%, SW480 rereplic -1.9% and GLP-1R inv ag 14.6%.
For CCN(CC)c1ccc(C(=O)NCc2ccc3c(c2)CCN3C(=O)c2ccccc2)cc1 the results were KB-V1 MDR tox 3.4%, KB-3-1 cytotox 2.2%, HEK293 tox 0.8%, TDP43 rescue 26.6% and GLP-1R inv ag -0.8%.
`COc1cc(C2c3[nH]c4ccccc4c3C[C@H]3C(=O)N(C4CC4)CC(=O)N23)ccc1OC(C)C` (some centres not stated) gave KB-V1 MDR tox 0.3%, GLP1R ag 29.5%, KB-3-1 cytotox -3.3%, HT1080-NT tox -0.5%, HEK293 tox -3.6%, HT1080 IDH1KD tx -23.7%, TDP43 rescue -6.0%, SW480 rereplic 1.5% and GLP-1R inv ag -21.1%.
Screening CC1CC(C(F)(F)F)n2nc(C(=O)O)cc2N1 (configuration not stated) returned KB-V1 MDR tox 0.9%, GLP1R ag -4.0%, KB-3-1 cytotox -3.3%, HT1080-NT tox 4.6%, HEK293 tox -14.5%, HT1080 IDH1KD tx 11.6%, TDP43 rescue 3.9%, SW480 rereplic -15.1% and GLP-1R inv ag 1.6%.
`COc1cccc(-c2csc(NC(=O)Oc3ccccc3)n2)c1` gave KB-V1 MDR tox -15.3%, GLP1R ag 11.1%, KB-3-1 cytotox 2.2%, HT1080-NT tox 0.4%, HEK293 tox -7.2%, HT1080 IDH1KD tx 18.5%, TDP43 rescue -10.0%, SW480 rereplic -3.5% and GLP-1R inv ag 6.9%.

Reprinted at random: 2 entries already listed, in no set order.
`COc1cc(C2c3[nH]c4ccccc4c3C[C@H]3C(=O)N(C4CC4)CC(=O)N23)ccc1OC(C)C` (some centres not stated) gave KB-V1 MDR tox 0.3%, GLP1R ag 29.5%, KB-3-1 cytotox -3.3%, HT1080-NT tox -0.5%, HEK293 tox -3.6%, HT1080 IDH1KD tx -23.7%, TDP43 rescue -6.0%, SW480 rereplic 1.5% and GLP-1R inv ag -21.1%.
`Cc1cc(Nc2cccc(Cl)c2)n2ncnc2n1` gave KB-V1 MDR tox -1.1%, GLP1R ag 15.2%, KB-3-1 cytotox -3.2%, HT1080-NT tox -1.5%, HEK293 tox 0.8%, HT1080 IDH1KD tx -0.6%, TDP43 rescue -6.1%, SW480 rereplic -14.0% and GLP-1R inv ag 47.8%[activator].

Carrying on.
For CCn1c(=O)cc(OCC(=O)Nc2ccccc2C#N)c2ccccc21 the results were KB-V1 MDR tox 3.2%, GLP1R ag -7.2%, KB-3-1 cytotox 15.3%, HT1080-NT tox 2.1%, HEK293 tox -15.9%, HT1080 IDH1KD tx 3.1%, TDP43 rescue 19.8%, SW480 rereplic 18.0% and GLP-1R inv ag 13.7%.
Screening COc1ccc(NC(=O)Oc2ccccc2)cc1Cl returned KB-V1 MDR tox 0.0%, GLP1R ag -15.6%, KB-3-1 cytotox 8.2%, HT1080-NT tox 21.8%, HEK293 tox 3.5%, HT1080 IDH1KD tx 4.0%, TDP43 rescue 17.8µM*, SW480 rereplic 0.7% and GLP-1R inv ag 10.5%.
`O=C(CCc1c[nH]c2ccccc12)N1CCN(S(=O)(=O)c2ccc([N+](=O)[O-])cc2)CC1` gave KB-V1 MDR tox -7.3%, GLP1R ag 1.0%, KB-3-1 cytotox 3.6%, HT1080-NT tox -0.5%, HEK293 tox -6.2%, HT1080 IDH1KD tx 0.3%, TDP43 rescue -0.7% and GLP-1R inv ag -25.5%.
Cc1ccc(S(=O)(=O)N2C[C@H]3C(=O)C[C@@H](c4ccccc4)N(S(=O)(=O)c4ccc(C)cc4)[C@H]3C[C@H]2c2cccs2)cc1 was read as KB-V1 MDR tox 8.1%, GLP1R ag 11.7%, KB-3-1 cytotox 0.0%, HT1080-NT tox 16.3%, HEK293 tox 3.5%, HT1080 IDH1KD tx 25.4%, TDP43 rescue 26.9% and GLP-1R inv ag inconclusive.
Cc1[nH]n(-c2ccccc2)c(=O)c1N=Nc1ccccc1 was read as KB-V1 MDR tox -13.7%, GLP1R ag 9.7%, KB-3-1 cytotox 10.9%, HT1080-NT tox 10.1%, HEK293 tox -1.4%, HT1080 IDH1KD tx 3.7%, TDP43 rescue -11.7%, SW480 rereplic -116.6%[inhibitor] and GLP-1R inv ag 5.2%.
Screening Cc1nnc(-c2cccc(Br)c2)c2cn(-c3ccc(Br)cc3)nc12 returned KB-V1 MDR tox inconclusive, GLP1R ag -9.7%, KB-3-1 cytotox inconclusive, HT1080-NT tox -11.8%, HEK293 tox -28.2%, HT1080 IDH1KD tx -26.6%, TDP43 rescue inconclusive, SW480 rereplic -8.9% and GLP-1R inv ag inconclusive.
For CCCCc1ccc(NC(=O)C(=O)NCCN2CCN(C(=O)c3ccc([N+](=O)[O-])cc3)CC2)cc1 the results were KB-V1 MDR tox 1.8%, GLP1R ag 15.1%, KB-3-1 cytotox -7.1%, HT1080-NT tox 7.6%, HEK293 tox 4.7%, HT1080 IDH1KD tx -11.9%, TDP43 rescue -11.2%, SW480 rereplic -0.2% and GLP-1R inv ag 1.1%.
Screening COc1ccc(C2CC(c3ccccc3)=NN2C(=O)COC(=O)c2cccc(N)c2)cc1 (configuration not stated) returned KB-V1 MDR tox 15.7%, GLP1R ag 8.6%, KB-3-1 cytotox -2.4%, HT1080-NT tox inconclusive, HEK293 tox -7.9%, HT1080 IDH1KD tx 3.2%, TDP43 rescue 22.1%, SW480 rereplic 11.3% and GLP-1R inv ag inconclusive.
For COc1ccc(C2(C(=O)NCCCN3CCOCC3)CCOCC2)cc1 the results were KB-V1 MDR tox 18.5%, GLP1R ag 4.8%, KB-3-1 cytotox 4.5%, HT1080-NT tox 3.8%, HEK293 tox 1.7%, HT1080 IDH1KD tx 3.8%, TDP43 rescue 0.0%, SW480 rereplic -13.6% and GLP-1R inv ag 0.0%.
Screening Cc1c(C(=O)NC(C)C)oc2c1-c1[nH]ncc1CC2 returned KB-V1 MDR tox 12.4%, GLP1R ag 0.3%, KB-3-1 cytotox 14.9%, HT1080-NT tox -2.3%, HEK293 tox -0.6%, HT1080 IDH1KD tx -5.0%, TDP43 rescue -17.8%, SW480 rereplic -2.3% and GLP-1R inv ag 3.7%.
For NC(=O)c1cccc(S(=O)(=O)N2CCCCC2)c1 the results were KB-V1 MDR tox -16.5%, GLP1R ag -8.3%, KB-3-1 cytotox -7.5%, HT1080-NT tox 6.2%, HEK293 tox 8.0%, HT1080 IDH1KD tx -9.2%, TDP43 rescue 0.0%, SW480 rereplic 0.1% and GLP-1R inv ag 9.7%.
Screening COCCNC(=O)COc1ccc(N(C)S(=O)(=O)c2ccc3ccccc3c2)cc1 returned KB-V1 MDR tox 26.1%, GLP1R ag 16.7%, KB-3-1 cytotox 9.4%, HT1080-NT tox 10.6%, HEK293 tox -9.7%, HT1080 IDH1KD tx 8.9%, TDP43 rescue -5.0%, SW480 rereplic 9.7% and GLP-1R inv ag -21.1%.
`COc1ccccc1CNC(=O)C1CCC1` gave KB-V1 MDR tox -12.1%, GLP1R ag 0.5%, KB-3-1 cytotox -8.3%, HT1080-NT tox 4.6%, HEK293 tox -10.0%, HT1080 IDH1KD tx 10.6%, TDP43 rescue -1.6%, SW480 rereplic -2.2% and GLP-1R inv ag 3.0%.
